Abs 340nm – compound light absorbance at 340 nm, profiling panel, artefact control, biochemical, MLSMR library, data from PS, PMK, MK assays. compound absorbance at 340 nm, fold over control. fold change at 10 µM. 65,000 tested, under 10 active;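 active = at 10 µM dose, initial 340 nm absorbance at least 2 fold that of control wells; inactive = change under 2 fold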;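 also: initial absorbance extrapolated from kinetic A340 decline of NADH oxidation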
CatL inh – inhibitors of human cathepsin L, biochemical; inhibition, %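 (tested at 10 µM)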; AID 460, 2006; 58,000 compounds, 0.17% hits; purified cathepsin L, fluorogenic substrate, fluorescence; Procathepsin L (Homo sapiens), P07711; in the data active = inhibition above about 45%;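 also: 0% = enzyme with no compound and 100% = no enzyme blank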
Target sequence (P07711 114-288 limits assumed): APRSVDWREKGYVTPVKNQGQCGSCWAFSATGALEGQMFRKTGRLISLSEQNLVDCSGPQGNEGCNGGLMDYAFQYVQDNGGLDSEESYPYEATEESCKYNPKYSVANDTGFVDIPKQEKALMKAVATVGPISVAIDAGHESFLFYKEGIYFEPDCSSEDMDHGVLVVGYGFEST
Target sequence (P07711 292-333 limits assumed): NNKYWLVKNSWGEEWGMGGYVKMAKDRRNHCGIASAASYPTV
CatB mixtures – cathepsin B inhibitors from pooled compounds, primary screen, biochemical, compound mixtures, AMC fluorescence; Purified cathepsin B, AMC dipeptide fluorescence; inhibition, %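 (ten-compound pools at 5 µM per compound and 50 µM total)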; 62,000 compounds, 0.06% hits; in the data active = inhibition above about 22%, passing the limit was not always enough; inconclusive = no clear call, values can overlap the other calls;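 also: 0% = enzyme without compound and 100% = no enzyme blank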
CatB block – human cathepsin B inhibitors, primary screen, biochemical, fluorogenic substrate | P07858 | purified cathepsin B, fluorescence | inhibition, %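 (tested at 10 µM)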 | 63,000 compounds, 0.1% hits | AID 453, 2006; in the data active = inhibition above about 21%;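 also: 0% = enzyme with no compound and 100% = no enzyme blank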
CatS block – inhibitors of human cathepsin S, biochemical, compound mixtures; recombinant cathepsin S, AMC dipeptide fluorescence, pooled mixtures; P25774; 62,000 compounds, 0.06% hits; AID 501, 2006; inhibition, %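 (tested at 5 µM per compound within 10-compound mixtures)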; in the data active = inhibition above about 32%, passing the limit was not always enough; inconclusive = no clear call, values can overlap the other calls;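 also: 0% = enzyme without compound and 100% = blank without enzyme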
FXIa inh mix – FXIa protease inhibitors in compound pools, primary screen, biochemical, 10-compound mixtures. Coagulation factor XI (Homo sapiens), P03951. purified FXIa, fluorogenic substrate, pooled mixtures. inhibition, % at 5 µM. 62,000 compounds, 0.19% hits;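 also: each value is inhibition by a whole ten-compound pool holding the compound; 0% = enzyme with no mixture and 100% = wells lacking enzyme; strong numbers were not always called active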
C1s block – complement C1s protease inhibitors, primary screen, biochemical, 10-compound mixtures. 62,000 compounds, 0.16% hits. mean inhibition % of two 10-compound mixtures (active compounds read high), % at 5 µM (by protocol). Complement C1s subcomponent (Homo sapiens), P09871. purified C1s, fluorogenic AMC substrate, pooled mixtures;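 active = inhibition above 20% in each of the two 10-compound mixture wells holding the compound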;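 also: 0% = enzyme wells lacking compound mixture and 100% = no-enzyme blank wells; some compounds called inactive have numbers as strong as hits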
FXIIa inh mix – human factor XIIa inhibitors, primary screen, biochemical, pooled compound mixtures, fluorogenic substrate; Coagulation factor XII (Homo sapiens), P00748; AID 684, 2007; purified FXIIa; inhibition, % at 5 µM; 62,000 compounds, 0.2% hits;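 also: 0% = enzyme without compound and 100% = no enzyme blank; some results filed as inactive read as strong as hits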
Target sequence (P00748 20-372 limits assumed): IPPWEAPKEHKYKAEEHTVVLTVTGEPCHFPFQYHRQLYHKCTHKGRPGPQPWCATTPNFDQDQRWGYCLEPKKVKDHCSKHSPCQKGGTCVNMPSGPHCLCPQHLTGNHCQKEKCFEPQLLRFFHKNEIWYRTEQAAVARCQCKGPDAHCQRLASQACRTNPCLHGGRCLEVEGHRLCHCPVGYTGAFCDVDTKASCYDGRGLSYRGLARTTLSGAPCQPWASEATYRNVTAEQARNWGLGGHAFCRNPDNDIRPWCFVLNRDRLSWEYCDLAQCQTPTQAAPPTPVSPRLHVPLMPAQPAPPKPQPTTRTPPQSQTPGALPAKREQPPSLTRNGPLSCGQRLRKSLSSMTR
Target sequence (P00748 373-615 limits assumed): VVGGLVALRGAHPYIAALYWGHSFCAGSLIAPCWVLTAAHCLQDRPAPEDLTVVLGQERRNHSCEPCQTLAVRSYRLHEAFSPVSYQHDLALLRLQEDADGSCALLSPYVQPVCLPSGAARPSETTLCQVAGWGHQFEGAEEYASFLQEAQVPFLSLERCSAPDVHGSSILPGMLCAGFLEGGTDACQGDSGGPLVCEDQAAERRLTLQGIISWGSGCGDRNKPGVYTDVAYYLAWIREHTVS
Cathepsin G inh – human cathepsin G inhibitors, primary screen, biochemical, pooled compound mixtures, AMC fluorescence; P08311; purified enzyme, AMC-tetrapeptide fluorescence; inhibition, % at 5 µM (by protocol); 62,000 compounds, 0.2% hits; AID 581, 2007;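 active = inhibition above 20% in each of the two mixture wells holding the compound; inactive = inhibition of 20% or less in either well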;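 also: 0% = enzyme control without mixture and 100% = blank lacking enzyme; strong numbers were not always called active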
Starred values were filed as active, the others as inactive; ? = inconclusive; · = not tested or not shown. Rule as the data show it, unless noted: active = inhibition above about 20% (passing the limit was not always enough); inactive = the rest. An excerpt; the hit share may differ from the screen's.

Sequence of screens – Abs 340nm, CatL inh, CatB mixtures, CatB block, CatS block, FXIa inh mix, C1s block, FXIIa inh mix, Cathepsin G inh
CCCC(=O)Nc1ccc(C(=O)O)cc1NC(=O)CCC
  1, 33, 3, -1, -2, 1, 8, 3, 10
CN(C)CCN1CC(C(=O)O)CC1=O (stereo not given)
  0.96, 3, 2, 1, -4, 0, -34, 0, -11
O=C(NCc1ccc(F)cc1)C1CCCN(C(=O)Nc2ccccc2)C1 (stereo not given)
  0.98, 11, 3, 3, -7, 4, 6, 2, 8
COc1ccccc1CNC(=O)C1CCN(c2nc3ccccc3o2)CC1
  0.99, 6, -4, 0, -3, 1, -34, -14, -14
COc1ccccc1CNC(=O)C(C)NS(=O)(=O)c1ccc(C)cc1 (stereo not given)
  1.1, 0, 6, 6, -3, 4, 18, 29, 8
Cc1ccc(-n2c(Cc3cccn3C)nnc2SCC(=O)NCc2ccc3c(c2)OCO3)cc1
  0.97, 7, 2, 0, ·, 12, 1, -2, 6
O=C1CCCC2=C1C1(CCCC1)N=C(Nc1nc3ccccc3s1)N2
  1, -3, 8, -2, -12, 6, 3, 6, -3
O=C(NCCCn1ccnc1)c1csc2ccccc12
  1, -1, -8, 0, -8, 1, 4, 41, 9
CC1Cn2c(nc3c2c(=O)[nH]c(=O)n3C)O1 (stereo not given)
  0.95, -3, 2, 2, 5, 4, 20, 1, 10
COc1cc2c(cc1OC)C(c1ccccc1)N(C(=O)c1ccco1)CC2 (stereo not given)
  1, 3, 2, 1, 1, 0, -2, 1, 6
Cc1ccccc1NC(=O)c1cc(S(=O)(=O)N2CCOCC2)ccc1F
  0.99, -1, 2, 0, -1, 3, -12, 12, -2
Cc1cc(N2CCN(C(=O)c3ccco3)CC2)n2nc(C)nc2n1
  1, ·, 1, 2, -1, 4, 5, 2, -1
Clc1ccc(Cl)c2sc(N3CCCC3)nc12
  0.98, -5, 3, 2, -10, 3, -18, 7, 7
COc1ccc(C(=O)COC(=O)CCn2nnc(-c3cccs3)n2)cc1
  0.99, 7, 6, 11, 18, 5, -12, -16, -4
O=C(Nc1ccc(F)c(F)c1)c1cccnc1
  1, 2, 5, 7, 0, 0, 11, 2, 12
O=C(NCCCN1CCOCC1)c1cc(-c2cccs2)on1
  0.99, 7, 4, 4, 7, 5, -36, 4, 6
CCCCCSc1nc2c(cnn2-c2ccccc2)c(=O)[nH]1
  1, 6, 7, 2, 5, 2, 15, -3, 10
CC(=O)Nc1ccc(S(=O)(=O)CCC#N)cc1
  0.98, 30, 3, 2, 2, -5, -57, 8, 2
CSc1nnnn1-c1cccc(O)c1
  1.1, -3, 3, -1, -5, 6, 11, -2, 8
Cn1c(SCc2ccccc2)nnc1C1CCCNC1 (stereo not given)
  0.98, 3, -1, 1, 10, 5, -6, 2, 2
CC(=O)Nc1c(Cl)n(C(C)=O)c2ccccc12
  0.99, -1, 7, 1, 10, 12, -14, -2, -1
CCCn1c(SCC(=O)Nc2cccc(NC(C)=O)c2)nnc1C(C)C
  0.97, -14, 3, -4, -7, 4, -10, 6, -2
O=C(O)CN1C(=O)c2cccc(Oc3ccc(Cl)cc3)c2C1=O
  1.1, 16, -5, 0, 8, -6, -63, -14, -10
CCOC(=O)c1sc(NC(=O)CSc2nnc3c4ccccc4n(CC)c3n2)nc1C
  1.1, 3, 45, 5, 10, 0, 2, 9, -29
N#Cc1c(SCC(=O)N2CCCCC2)nsc1SCC(=O)N1CCCCC1
  1.1, -3, 4, -1, -4, 6, 15, 6, 9
CCOc1ccc(CCNC(=O)C2CCCN(c3nn4c(=O)cc(C)nc4s3)C2)cc1OCC (stereo not given)
  1, -1, 5, 8, 2, 1, 14, 0, 9
N#Cc1nc(-c2ccco2)oc1NCc1ccc(F)cc1
  1, -21, 0, 0, -7, 5, -12, 3, 5
Cc1ccc(OC(=O)CCC(=O)OCCCC(F)(F)C(F)(F)F)cc1
  1, -3, 5, 4, 0, 10, 10, 0, 9
COc1ccccc1N(CC(=O)Nc1cccnc1)S(C)(=O)=O
  0.99, -6, -7, 0, -5, -1, -7, -6, 6
CCn1c(SCC(=O)Nc2nc(C)cs2)nnc1C(NC(=O)c1ccccc1Cl)C(C)C (stereo not given)
  1, 19, -2, -3, 4, 5, 5, -1, -1

Continuation:
Sequence of screens – Abs 340nm, CatL inh, CatB mixtures, CatB block, CatS block, FXIa inh mix, C1s block, FXIIa inh mix, Cathepsin G inh
Cn1cnc(S(=O)(=O)NCc2cccs2)c1
  0.99, -2, 2, 4, 6, 4, 3, -6, 0
CC1=CS/C(=C(/C#N)C(=O)NCc2ccco2)N1c1ccccc1
  1.1, 13, -4, 0, 7, 4, -33, 4, -6
O=C(Nc1nccs1)c1cccc(S(=O)(=O)N2CCCCC2)c1
  1.1, -6, 4, 0, -3, -3, 33, -17, 37
CCCNS(=O)(=O)c1cc(Br)cc2c1N(C(=O)CC)CC2
  1, -2, 1, -8, -3, 6, -28, -13, -1
COc1ccc(-c2noc(-c3ccccc3C(=O)Nc3cccc(OC)c3)n2)cc1
  1, 10, 1, -3, -2, 2, 2, 2, -1
CCOC(=O)c1c(C)[nH]c(C)c1C(=O)CSc1nc(N)cc(N)n1
  1, 15, -7, 2, 5, -1, 4, 5, 8
CCOC(=O)C(Cc1c(F)cccc1F)(NC(C)=O)C(=O)OCC
  1, -4, 1, -2, -4, 3, -1, 10, -2
CCOc1ccc(-c2[nH]ncc2-c2ccc(OC)c(OC)c2)c(O)c1
  1, 3, 3, 2, -4, 3, 10, 1, 8
CCC(CC)C(=O)Nc1cc(C)cc(C)c1
  1, 10, 2, 8, 18, 8, 1, 1, -1
COc1cccc(C(=O)Nc2cnc(NC(=O)c3ccco3)cc2C)c1
  0.98, 9, 0, 3, 6, 3, 4, 1, 4
Cc1cccc(CS(=O)(=O)Cc2ccc(C(=O)NCCCN3CCOCC3)o2)c1
  0.98, 5, -1, 4, -11, -8, -42, 10, 6
O=C(NCC(c1cccs1)N1CCOCC1)c1cc2ccccc2o1 (stereo not given)
  1.1, 2, -1, 1, 2, 12, -12, 9, -4
NC1(N)OC(CN2C(=O)c3ccccc3C2=O)CS1 (stereo not given)
  0.99, 7, -1, 3, 2, 2, -9, -11, -10
O=C(C1CCCN(S(=O)(=O)c2cccc3nsnc23)C1)N1CCN(c2ccccn2)CC1 (stereo not given)
  1, 3, 6, 2, 7, 6, 18, 2, 10
Nc1ccc(O)cc1C(=O)OCC(=O)C12CC3CC(CC(C3)C1)C2
  1, 5, -2, 2, -5, 0, -15, 7, 1
O=c1[nH]c(SCc2ccccc2Cl)nc2c1cnn2-c1ccccc1
  1, -4, 1, 1, 0, 4, 4, 12, 0
O=C(c1ccc(COc2ccccc2Cl)o1)N1CCN(c2ccccc2)CC1
  1.1, 2, 4, 5, -3, 11, 6, 11, 7
CC(C)COC(=O)Cc1c(O)c2ccccc2[nH]c1=O
  0.99, -1, -4, -2, 0, 1, -7, 6, 2
COc1ccc(N(CC(=O)Nc2ccc(F)c(Cl)c2)S(=O)(=O)c2c(C)noc2C)cc1
  1, -5, -4, -2, -2, 9, 2, 6, 2
N#Cc1nc(-c2ccc(OCc3ccccc3)cc2)oc1NCCCn1ccnc1
  1, -26, -3, 2, -1, 5, 6, 0, 7
OC(CN1CCN(c2ccccn2)CC1)Cn1c2ccccc2c2ccccc21 (stereo not given)
  1, 4, 2, 0, 3, 4, 0, 2, -18
Brc1c(OCCOCCn2cncn2)ccc2ccccc12
  1, 12, 5, -4, 8, 7, 0, 5, 0
O=C(CSc1c2c(nc3ccc(Cl)cc13)CCCC2)N1CCN(C(=O)c2ccco2)CC1
  0.99, 8, 3, 1, 6, 2, 5, 5, 8
O=C(NC1CCCCC1)c1cnn2c(C(F)(F)F)cc(-c3ccco3)nc12
  1.1, ·, -2, -2, 3, 5, -13, 5, -12
CCOC(=O)N1CCN(C(=O)Cn2c(=O)sc3ccccc32)CC1
  1, 5, 12, 4, -3, 6, 0, 2, -4
CCOC(=O)C(C(=O)OCC)=C1OC(=O)c2ccccc21
  1, 3, 3, ·, 6, 0, 12, 11, -3
CS(=O)(=O)NCCSCc1ccccc1
  1, ·, 3, 2, 2, 1, 17, 3, 12
CCOC(=O)C1=C(C)NC(=O)C(C#N)C1c1ccncc1 (stereo not given)
  0.99, -4, -4, 2, -18, -20, -79, 6, -25
CCCc1cc(=O)[nH]c(SCc2ccccc2)n1
  0.99, -9, -5, -2, ?, 7, -4, 1, 3
Cc1cc(NC(=O)CSc2nc(C3CC3)nc3sc4c(c23)CCC(C)C4)no1 (stereo not given)
  1, 11, 4, 2, 7, 3, 14, 4, 11

Look-ups from the list:
Abs 340nm result of COc1ccc(C(=O)COC(=O)CCn2nnc(-c3cccs3)n2)cc1 is entered as 0.99
FXIa inh mix result of Cc1cc(NC(=O)CSc2nc(C3CC3)nc3sc4c(c23)CCC(C)C4)no1 (stereo not given) is entered as 3

The list continues:
Sequence of screens – Abs 340nm, CatL inh, CatB mixtures, CatB block, CatS block, FXIa inh mix, C1s block, FXIIa inh mix, Cathepsin G inh
O=C(NCc1ccco1)c1nc(-c2ccccc2)n(-c2ccccc2)n1
  1, 15, 1, 1, 6, 4, 20, 2, 10
CCCCCCn1c(CN2CCN(C)CC2)nc2c1c(=O)n(C)c(=O)n2C
  1.1, ·, 2, 2, 20, 8, 1, -14, 2
CN(C)C(CNC(=O)c1cccs1)c1cccnc1 (stereo not given)
  1, -2, 5, 1, -4, 8, 14, -17, 12
Cc1ccc2[nH]c(=O)c(CN(Cc3cccs3)Cc3nnnn3Cc3ccccc3)cc2c1
  1, 17, -6, 4, 8, -12, -21, 3, 3
COc1ccc(N2CCN(c3nc4c(c(=O)[nH]c(=O)n4C)n3Cc3cccc(C)c3)CC2)cc1
  0.98, -3, 4, 4, 21, 11, 12, 5, 13
CC(C)C(NC(=O)c1ccco1)C(=O)NCC(c1ccco1)N1CCCCC1 (stereo not given)
  0.97, 26, 13, 4, ?, 13, 17, -11, 52
CCCc1c(O)nc(SCCN(CCC)CCC)[nH]c1=O
  1, -12, 3, -6, -11, 4, 2, 3, -1
